STEP inh = STEP phosphatase inhibitors, primary screen, biochemical, fluorescence intensity, uHTS | recombinant STEP, OMFP fluorogenic substrate | 360,000 tested, 0.25% active | inhibition, % at 20 µM | Tyrosine-protein phosphatase non-receptor type 5 (Homo sapiens), P54829;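 active means inhibition at 20 µM, scaled per plate between control wells, above about 37%, limit read from the data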;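 further: 0% = DMSO with enzyme and substrate and 100% = substrate only without enzyme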
Target sequence (P54829 whole entry, looked up): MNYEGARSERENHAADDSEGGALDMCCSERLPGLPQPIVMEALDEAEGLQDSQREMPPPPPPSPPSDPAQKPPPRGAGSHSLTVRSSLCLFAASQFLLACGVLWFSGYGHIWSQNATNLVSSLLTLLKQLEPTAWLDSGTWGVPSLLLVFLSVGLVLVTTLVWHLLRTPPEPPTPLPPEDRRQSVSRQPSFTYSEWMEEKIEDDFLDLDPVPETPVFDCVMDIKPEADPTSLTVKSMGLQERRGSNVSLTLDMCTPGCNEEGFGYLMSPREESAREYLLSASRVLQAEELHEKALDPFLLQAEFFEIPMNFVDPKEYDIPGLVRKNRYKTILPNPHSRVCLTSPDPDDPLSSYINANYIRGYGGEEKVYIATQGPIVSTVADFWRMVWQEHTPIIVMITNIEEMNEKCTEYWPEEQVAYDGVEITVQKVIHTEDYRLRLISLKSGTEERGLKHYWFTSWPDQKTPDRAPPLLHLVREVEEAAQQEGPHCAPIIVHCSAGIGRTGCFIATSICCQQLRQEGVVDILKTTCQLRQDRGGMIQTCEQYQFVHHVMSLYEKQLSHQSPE
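System: STEP (striatal-enriched tyrosine phosphatase) enzyme, cell-free; medium: Bis-Tris pH 6.0 buffer with DTT, detergent; dosing: 20 µM, 1% DMSO; times: reaction 20 min, ambient temperature; detection: fluorescence, 480/540 nm; read-out basis: normalized % inhibition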
SKN-1 inh = suppressors of acrylamide-induced Pgst-4::GFP reporter in worms, primary screen, SKN-1 inhibitor project, whole organism, uHTS, GFP/RFP fluorescence ratio, strain VP596; inhibition, % at 21.8 µM; 360,000 tested, 0.49% active; C. elegans VP596 Pgst-4::GFP/RFP ratio, 24 h;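 active means interference check ratio from 0.5 to 1.5 plus GFP to RFP signal ratio inhibition reaching or exceeding a fixed threshold, cut at about 30% in these data, passing the limit was not always enough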; further: some compounds called inactive have numbers as strong as hits
CendR NRP1 mod = modulators of CendR peptide binding to NRP-1, primary screen, biochemical, fluorescence polarization, uHTS | Neuropilin-1 (Homo sapiens), O14786 | FAM-RPARPAR peptide binding to NRP-1 | inhibition, % at 25 µM | 360,000 tested, 0.85% active;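 active means inhibition or corrected inhibition above about 18%, plus a signal ratio from 0.5 to 1.5, limit read from the data, passing the limit was not always enough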; further: strong numbers were not always called active
NadD block = inhibitors of S. aureus NadD, primary screen, biochemical, colorimetric, uHTS | Nicotinate-nucleotide adenylyltransferase NadD (Staphylococcus aureus N315) | purified NadD enzyme, colorimetric absorbance read-out | inhibition, % at 20 µM | 360,000 tested, 0.78% active | AID 602399, 2012; in the data active means inhibition above about 26%; further: some compounds past the cut are filed as inactive
MT1-MMP act inh = blockers of MT1-MMP proenzyme processing, primary screen, HT1080 RFP-PRO-GFP cells, GFP/RFP fluorescence. AID 651647, 2012. GFP/RFP ratio fluorescence, overnight; percent of plate control window, DMSO zero. 360,000 tested, 0.061% active. Matrix metalloproteinase-14 (Homo sapiens), P50281. GFP/RFP ratio change, % at 20 µM;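 active means GFP/RFP ratio change of at least 30% with cell ATP level not reduced by more than half and red fluorescence within 50% of control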; further: strong numbers were not always called active
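Material – HT1080 RFP-PRO-GFP cells · Control set – DMSO wells and RFP-L50D-GFP cells · Incubation – overnight cell settling, then overnight compound exposure, 37 °C, 5% CO2 · Compound dosing – single-point 20 µM compound, 1% DMSO · Read-out – GFP/RFP fluorescence ratio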
LMPTP block = LMPTP phosphatase inhibitors, primary screen, biochemical, fluorescence intensity, uHTS | Low molecular weight phosphotyrosine protein phosphatase (Homo sapiens), P24666 | recombinant LMPTP-A, OMFP fluorogenic substrate | 360,000 tested, 0.22% active | inhibition, % at 20 µM;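 active means compounds that cut the enzyme signal by at least half of the control window in the single-dose screen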;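 further: plate controls were DMSO wells with enzyme plus substrate for no effect and substrate without enzyme for full effect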
Target sequence (P24666 whole entry, looked up): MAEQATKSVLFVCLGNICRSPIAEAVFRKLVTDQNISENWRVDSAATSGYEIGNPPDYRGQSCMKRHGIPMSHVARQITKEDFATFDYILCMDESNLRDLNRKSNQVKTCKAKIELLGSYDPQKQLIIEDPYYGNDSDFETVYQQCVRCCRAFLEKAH
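Test system: LMPTP-A phosphatase enzyme; input: 0.625 nM LMPTP-A final; reagent: OMFP substrate, 400 µM final; compound dosing: 20 µM single dose, 3% DMSO; incubation: 50 min dark incubation at room temperature; measured by: endpoint fluorescence intensity from OMFP dephosphorylation; measure: % inhibition relative to no-enzyme and uninhibited control wells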
DNMT1 inh = human DNMT1 methyltransferase inhibitors, primary screen, biochemical, molecular beacon, fluorescence, HinP1I cleavage, uHTS | 360,000 tested, 0.83% active | AID 588458, 2011 | inhibition (reported as % activation of signal), % at 10 µM | DNA (cytosine-5)-methyltransferase 1 (Homo sapiens), P26358; in the data active means inhibition above about 50%
SUMO1-SIM PPI = modulators of SUMO1 protein-protein interactions, primary screen, biochemical, uHTS; SUMO1 binding to a labelled peptide, TR-FRET, 1 h; inhibition, % at 20 µM; 360,000 tested, 0.33% active; AID 602429, 2012; in the data active means inhibition above about 37%
Target sequence (P63165 whole entry, looked up): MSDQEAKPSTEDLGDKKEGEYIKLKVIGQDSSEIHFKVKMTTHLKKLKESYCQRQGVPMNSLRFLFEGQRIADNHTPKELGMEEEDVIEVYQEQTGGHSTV
Scp1 inh = Scp-1 phosphatase inhibitors, primary screen, biochemical, colorimetric, uHTS. AID 493091, 2011. inhibition, % at 20 µM. 340,000 tested, 0.88% active. Carboxy-terminal domain RNA polymerase II polypeptide A small phosphatase 1 (Homo …. Recombinant Scp1, phosphopeptide, malachite green phosphate absorbance;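 active means inhibition above about 50% at 20 µM, limit read from the data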;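 further: plate controls were DMSO wells with enzyme for no effect and wells lacking enzyme for full effect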
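System: SCP-1 catalytic domain; Reagent: Phospho 17-mer peptide substrate; Doses: one concentration, 20 µM, with 1.0% DMSO; Incubation: 45 min room-temperature reaction, 5 min colour, 30 min stabiliser; Signal: Phosphate-binding colour reagent, absorbance read at 630 nm.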
Rpn11 inh = Rpn11 (PSMD14) deubiquitinase inhibitors, primary screen, biochemical, fluorescence polarization, uHTS; human 26S proteasome, Ub4-pepOG fluorescence polarization; 20S core pre-blocked with epoxomicin; 26S proteasome non-ATPase regulatory subunit 14 (Homo sapiens), O00487; 360,000 tested, 0.59% active; calls only at 20 µM; AID 588493, 2011;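 active means inhibition at 20 µM, scaled to each plate's controls, above about 33%, limit read from the data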
Starred values were filed as active, the others as inactive; i = inactive; nt = not tested or not shown.

The opening 2 compounds, ahead of the listing:
no.	structure	STEP inh	SKN-1 inh	CendR NRP1 mod	NadD block	MT1-MMP act inh	LMPTP block	DNMT1 inh	SUMO1-SIM PPI	Scp1 inh	Rpn11 inh
1	Cc1ccc(/C=N/NC(=O)CNC(=O)c2ccc(S(=O)(=O)N(C)C)cc2)cc1	-1	10	1	-5	-1	-1.6	-3	-5	-1	i
2	O=C(COC(=O)c1ccc2ccccc2n1)Nc1ccccc1F	-2	-3	-10	-4	4	-0.7	1	-23	-2	i

The listing, previewed entries included:
no.	structure	STEP inh	SKN-1 inh	CendR NRP1 mod	NadD block	MT1-MMP act inh	LMPTP block	DNMT1 inh	SUMO1-SIM PPI	Scp1 inh	Rpn11 inh
1	Cc1ccc(/C=N/NC(=O)CNC(=O)c2ccc(S(=O)(=O)N(C)C)cc2)cc1	-1	10	1	-5	-1	-1.6	-3	-5	-1	i
2	O=C(COC(=O)c1ccc2ccccc2n1)Nc1ccccc1F	-2	-3	-10	-4	4	-0.7	1	-23	-2	i
3	O=C(Cn1nnc(-c2ccc(S(=O)(=O)N3CCCC3)cc2)n1)Nc1ccccc1-n1cccc1	7	13	-2	-8	-5	0.3	-5	-6	-11	i
4	CN1C(=O)N(C)C2(c3ccccc3)NC(=O)NC12c1ccccc1 (stereo not drawn)	-5	-26	1	-12	2	-1.1	4	-1	-11	i
5	CCn1c2ccccc2c2cc(NC(=O)COC(=O)c3cc(OC)c(OC)cc3OC)ccc21	4	1	-8	-14	-4	4.6	-3	2	-16	i
6	Cc1cc(C)cc(NC(=O)N2CCCC2C(=O)NCc2ccco2)c1 (stereo not drawn)	-7	-17	6	-9	1	-2.8	1	-6	-11	i
7	CC1(C(=O)NS(=O)(=O)c2ccc(Cl)cc2)CCN1C(=O)CCc1ccc(Cl)cc1Cl (stereo not drawn)	-1	14	12	2	1	-2.1	-1	1	nt	i
8	COc1ccc2nc(NC(=O)c3cnccn3)sc2c1	1	-10	-13	5	9	2.4	-1	4	31	i
9	COc1ccc(-c2sc3ccc(N4CCOCC4)cc3c2C#Cc2ccsc2)cc1	3	14	-16	23	5	1.6	-17	-3	4	i
10	CCCCn1nnnc1NCc1cc(OC)c(OC)c(OC)c1	-4	9	-2	-1	5	-2.7	5	-1	-4	i
11	N#CCC(=O)NC(=O)NCC1CC1	-2	-1	-5	0	-6	-0.6	2	7	-5	i
12	Cn1c(=O)cc(OCC(=O)NCc2cccs2)c2ccccc21	5	4	8	-1	1	-1.9	0	2	-4	i
13	COc1cccc(-c2cccc(-c3nc(C(=O)NCc4ccc(Oc5ccccc5)cc4)cc4c3[C@H](CCO)N(S(=O)C(C)(C)C)C4)c2)c1 (stereo partly drawn)	5	10	-14	31*	1	2.2	-40	-31	nt	i
14	O=C(NCc1ccccn1)[C@@H]1CCCN1C(=O)[C@@H]1CCCN1C(=O)c1cccc(Cl)c1	nt	1	0	2	6	-1.3	nt	4	nt	nt
15	O=C(/C=C/c1ccco1)OCC1CCCN2CCCCC12 (stereo not drawn)	-1	5	4	-1	-1	0.2	-1	-14	3	i

no.	structure	STEP inh	SKN-1 inh	CendR NRP1 mod	NadD block	MT1-MMP act inh	LMPTP block	DNMT1 inh	SUMO1-SIM PPI	Scp1 inh	Rpn11 inh
16	O=C(c1ccc(F)cc1)N(C(=O)c1ccc(F)cc1)c1ncccn1	2	14	1	3	1	0.2	2	5	-9	i
17	COc1cc2nc(CC(C)C)n(NC(=O)c3ccccc3Br)c(=O)c2cc1OC	2	-18	6	4	-3	0.4	1	5	-2	i
18	Brc1ccc(/C=N/c2nc3ccccc3n2CCN2CCOCC2)cc1	1	-2	-3	-5	-2	5.5	-1	-4	-5	i
19	COc1ccc2c(c1)c1ncn(Cc3ccco3)c(=O)c1n2C	1	5	0	-3	-5	1.4	1	-7	-4	i
20	Cc1ccccc1CSc1nc(-c2ccccc2)cc(=O)[nH]1	2	-2	2	-5	0	-0.7	5	1	-4	i
21	O=S(=O)(Nc1nc2ccccc2nc1Cl)c1ccccc1	2	4	-1	-2	-1	-0.8	1	2	-6	i
22	Cc1onc(-c2ccccc2Cl)c1C(=O)N1C=CC(C(F)(F)Cl)=NCC1	3	-2	-10	-5	1	-0.7	1	-1	-11	i
23	COc1cc(C(=O)N2CCN(C3CCCCC3)CC2)cc(OC)c1OC	2	5	9	-3	2	-4.0	0	2	-6	i
24	O=C(Nc1ccc(Cl)cc1)Nc1nnc(CSc2ccc(Cl)cc2)s1	1	0	-2	15	-10	16	7	3	-4	i
25	Cc1ncc([N+](=O)[O-])n1CC(=O)Nc1ccccc1F	3	1	6	2	2	-1.6	3	-10	5	i
26	COc1cccc(-c2ncc3ccccc3c2COC(=O)c2ccc(C(C)(C)C)cc2)c1	2	24	-3	10	0	5.1	2	-1	19	i
27	O=C(C1CC1)N1CCc2cc(S(=O)(=O)NC3CCN(Cc4ccccc4)CC3)ccc21	-2	-10	10	3	3	-0.8	0	0	3	i
28	CNC(=O)Oc1ccc2c(c1)[C@]1(C)CCN(C)C1N2C (stereo partly drawn)	1	4	-3	-4	3	-0.8	2	4	-6	i
29	COc1cc(OC)cc(C(=O)NCC(=O)N2CCCCC2)c1	4	0	3	-2	5	-0.9	-8	0	-2	i
30	O=S(=O)(Nc1nc2ccccc2[nH]1)c1ccc2ccccc2c1	2	-12	-7	-8	4	-0.2	5	14	-3	i

4 entries out of the list above, sorted by their value in NadD block, falling:
| No. | Molecule | SKN-1 inh | CendR NRP1 mod | NadD block | MT1-MMP act inh | LMPTP block | DNMT1 inh | SUMO1-SIM PPI | Scp1 inh | Rpn11 inh |
| --- | --- | --- | --- | --- | --- | --- | --- | --- | --- | --- |
| 26 | COc1cccc(-c2ncc3ccccc3c2COC(=O)c2ccc(C(C)(C)C)cc2)c1 | 24 | -3 | 10 | 0 | 5.1 | 2 | -1 | 19 | i |
| 19 | COc1ccc2c(c1)c1ncn(Cc3ccco3)c(=O)c1n2C | 5 | 0 | -3 | -5 | 1.4 | 1 | -7 | -4 | i |
| 22 | Cc1onc(-c2ccccc2Cl)c1C(=O)N1C=CC(C(F)(F)Cl)=NCC1 | -2 | -10 | -5 | 1 | -0.7 | 1 | -1 | -11 | i |
| 30 | O=S(=O)(Nc1nc2ccccc2[nH]1)c1ccc2ccccc2c1 | -12 | -7 | -8 | 4 | -0.2 | 5 | 14 | -3 | i |

The list continues:
no.	structure	STEP inh	SKN-1 inh	CendR NRP1 mod	NadD block	MT1-MMP act inh	LMPTP block	DNMT1 inh	SUMO1-SIM PPI	Scp1 inh	Rpn11 inh
31	COc1ccc(C)cc1NC(=O)COC(=O)C1CCN(C(=O)c2ccc(Cl)cc2)CC1	2	2	-8	-2	3	1.7	-1	3	0	i
32	Cc1cc(C)c(NC(=O)C2CC(=O)N(c3ccc4c(c3)OCCO4)C2)c(C)c1 (stereo not drawn)	1	3	-1	10	-4	-0.3	-5	-1	3	i
33	COc1ccc(-c2c(-c3cc(OC)cc(OC)c3)n(C)c3ccc(-c4cc(F)cc(OC)c4)cc23)cc1	-1	4	-12	13	4	0.9	3	2	2	i
34	O=C(COC(=O)/C=C/c1ccc(OC(F)F)cc1)NC(=O)NCc1ccccc1	0	8	-1	-1	-1	-0.8	2	2	-10	i
35	O=C(CCC(=O)N1CCN(c2ccc(C(F)(F)F)cn2)CC1)c1cccs1	2	-10	2	-5	6	0.6	2	-5	0	i
36	O=C(Nc1ccc([N+](=O)[O-])cc1)N1CCc2ccccc2C1	3	10	10	-3	11	3.6	0	-24	-14	i
37	CC(O)CNCc1cccc2ccccc12 (stereo not drawn)	2	-7	2	9	-9	-0.2	0	-2	3	i
38	COc1ccccc1CNC(=O)c1ccc2nc(C)c(N(C)Cc3ccc(NC(C)=O)cc3)n2c1	2	19	-2	0	1	-6.4	-2	-20	nt	i
39	Cc1cc(C(=O)CSCCCn2c(=O)[nH]c3ccccc32)c(C)n1C	3	-5	2	4	0	1.7	-9	-4	17	i
40	CC1(C(=O)NS(=O)(=O)c2ccccc2Cl)CCN1C(=O)CC1CC1 (stereo not drawn)	0	-9	28*	7	2	-1.5	3	1	nt	i
41	CCn1c(-c2ccc(N(C)C)cc2)nc2ccccc21	6	18	-13	-5	5	14	-3	0	-5	i
42	NS(=O)(=O)c1ccc(NC(=O)CN2CCN(S(=O)(=O)c3ccc(F)cc3)CC2)cc1	0	0	8	-6	0	-0.8	2	1	-13	i
